Screening data as filed in PubChem.
ROMK primary: modulators of human ROMK potassium channel. P48048. Tet-inducible ROMK, thallium flux fluorescence; actives lie on both sides. B-score at 10 µM. 2% of 130,000 active;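 active = signal ratio slope over the read window, or its plate-corrected B-score, at least 3 SD from the plate mean, either direction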;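 also: B-score of the F/F0 ratio slope over 7 to 12 s after thallium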
PPARg SRC2 recr: promotes SRC-2 coactivator recruitment by human PPARgamma; PPARgamma LBD-SRC-2 recruitment, biochemical; activation, % at 8 µM; P37231; 0.34% of 200,000 active; in the data active = activation above about 22%;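 also: 0% = vehicle and 100% = reference agonist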
Target sequence (P37231 whole entry, looked up, the tested form may be a part): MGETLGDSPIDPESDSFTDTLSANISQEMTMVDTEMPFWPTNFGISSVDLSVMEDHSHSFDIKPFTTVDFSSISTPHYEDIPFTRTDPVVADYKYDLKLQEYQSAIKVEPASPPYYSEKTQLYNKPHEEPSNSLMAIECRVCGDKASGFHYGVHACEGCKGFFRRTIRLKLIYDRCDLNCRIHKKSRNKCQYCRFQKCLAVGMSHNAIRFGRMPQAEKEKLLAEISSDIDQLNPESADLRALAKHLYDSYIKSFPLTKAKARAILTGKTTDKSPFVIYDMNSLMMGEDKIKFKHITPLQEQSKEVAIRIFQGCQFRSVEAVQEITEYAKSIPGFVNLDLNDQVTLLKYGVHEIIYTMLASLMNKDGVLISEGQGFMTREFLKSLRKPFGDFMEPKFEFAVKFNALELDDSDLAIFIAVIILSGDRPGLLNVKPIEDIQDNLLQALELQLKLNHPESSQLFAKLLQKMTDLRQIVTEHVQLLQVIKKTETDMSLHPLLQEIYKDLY
bIAP inhibitor: blocks bovine intestinal alkaline phosphatase activity | AID 1019 | inhibition, % at 20 µM | 190,000 tested, under 10 active | purified bovine IAP, CDP-star luminescence, 30 min;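 active = over 50% inhibition of intestinal alkaline phosphatase at 20 µM in the single-dose screen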
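test system = bovine IAP enzyme | medium = DEA buffer 100 mM, pH 9.8, with MgCl2 1.0 mM, ZnCl2 0.02 mM | detection = luminescence | dosing = single compound dose of 20 µM, 2% DMSO final | incubation = 30 min reaction at room temperature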
STAT3 act: STAT3 signaling activation; U3A cells, IL-6 STAT3-luciferase reporter, luminescence; 100% = signal with IL-6 EC80 alone; activation (% of control), % at 5.6 µM; 0.91% of 190,000 active;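 active = activation above the screen-wide mean of compound activation plus 3 SD, cut at about 130% in these data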;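 also: 0% = background luminescence of wells with medium and substrate only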
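Detection: reporter luminescence signal / Assay system: STAT1-lacking human U3A cells, STAT3 luciferase reporter / Incubation: compound pre-incubation 1 h before IL-6, then 6 h stimulation at 37 °C / Control set: IL-6-only high control / Read-out: % activation relative to IL-6 control / Probe or stimulus: Interleukin-6, 33 ng/mL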
PPARg SRC-3 ag: PPARgamma-driven SRC-3 recruitment agonism | P37231 | biochemical PPARgamma/SRC-3 coactivator recruitment assay | activation, % at 8 µM | 0.26% of 200,000 active | AID 731; in the data active = activation above about 23%;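 also: 0% = DMSO and 100% = reference agonist; some compounds past the cut are filed as inactive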
TNAP act hiacc: activators of human TNAP at high phosphate acceptor concentration; P05186; purified TNAP, CDP-star luminescence, 1 M DEA, 30 min; hits give high values; 0 = EDTA background, 1 = DMSO-only activity; activation factor at 20 µM; 200,000 tested, under 10 active;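 active = activation factor at least 2 at 20 µM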
Target sequence (P05186 whole entry, looked up): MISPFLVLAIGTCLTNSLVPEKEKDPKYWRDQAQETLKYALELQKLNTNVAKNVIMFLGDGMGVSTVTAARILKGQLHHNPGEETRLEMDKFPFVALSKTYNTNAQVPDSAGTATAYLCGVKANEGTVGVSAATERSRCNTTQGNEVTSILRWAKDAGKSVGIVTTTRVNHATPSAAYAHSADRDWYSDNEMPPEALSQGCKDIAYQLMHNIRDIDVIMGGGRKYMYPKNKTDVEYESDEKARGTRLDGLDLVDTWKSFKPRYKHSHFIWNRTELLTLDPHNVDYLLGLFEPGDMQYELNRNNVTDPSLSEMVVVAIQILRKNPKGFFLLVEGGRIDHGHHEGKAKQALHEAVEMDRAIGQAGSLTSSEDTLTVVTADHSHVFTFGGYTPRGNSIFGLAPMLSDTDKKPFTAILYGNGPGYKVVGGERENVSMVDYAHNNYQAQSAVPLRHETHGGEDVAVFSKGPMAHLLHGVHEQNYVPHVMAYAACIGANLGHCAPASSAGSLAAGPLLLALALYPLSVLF
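Test system – human TNAP · Doses – 20 µM single point · Incubation – 30 min, room temperature · Signal – luminescent substrate turnover signal · Read-out basis – activation factor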
PPARg SRC-1 ag: agonists of human PPARgamma SRC-1 coactivator recruitment. P37231. PPARgamma-SRC-1 coactivator recruitment biochemical assay. activation, % at 8 µM. 0.41% of 200,000 active. AID 631; in the data active = activation above about 19%;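 also: 0% = DMSO and 100% = reference agonist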
bIAP act: intestinal alkaline phosphatase (bovine) activation. purified bovine IAP, CDP-star luminescence, 30 min; hits give high values; fold of DMSO-control signal, blank-subtracted. activation factor at 20 µM. 0.17% of 200,000 active;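 active = activation factor of 2 or more at 20 µM, a signal rise over negative controls twice the positive control's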
STAT3 inh: STAT3 signaling inhibition. U3A cells, IL-6 STAT3-luciferase reporter, luminescence; host cell line lacks STAT1. inhibition, % at 5.5 µM. 0.89% of 190,000 active. AID 862;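 active = inhibition above the mean inhibition across all screened compounds plus 3 SD, cut at about 44% in these data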;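 also: 0% = DMSO only wells and 100% = 100 µM nifuroxazide control wells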
TR-FRET SRC-2 ct: counter-screen for PPARgamma SRC-2 recruitment agonists: TR-FRET artefact; 0.4% of 200,000 active; hits give high values; TR-FRET ratio at 8 µM; AID 1049; in the data active = TR-FRET ratio above about 2000; also: inactives centre near 1500
STAT1 inh: reduces IFN-gamma driven STAT1 reporter signal; 0.35% of 200,000 active; AID 920; inhibition, % at 5.5 µM; NIH 3T3 STAT1-luciferase reporter, luminescence;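 active = inhibition above a set limit, the mean inhibition across all tested compounds plus 3 SD, cut at about 34% in these data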;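 also: 0% = IFN-gamma with DMSO and 100% = IFN-gamma with 300 µM nifuroxazide; values of inactives mirror those of a sister screen read the other way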
An asterisk follows results filed as active; x = not tested or not shown.

nr	compound	ROMK primary	PPARg SRC2 recr	bIAP inhibitor	STAT3 act	PPARg SRC-3 ag	TNAP act hiacc	PPARg SRC-1 ag	bIAP act	STAT3 inh	TR-FRET SRC-2 ct	STAT1 inh
1	O=C(CCl)c1ccc2c(c1)CCN2C(=O)C1CCCCC1	x	0	4	81	10	1	9	1	26	1549	6
2	COc1cccc(C2C(C(=O)c3sc(C)nc3C)=C(O)C(=O)N2CCN2CCOCC2)c1 (stereo unspecified)	1.3	-3	6	98	-1	1	-3	0.9	4	1525	8
3	Cn1c(CS/C(N)=N/N=C/c2ccccc2)c(Br)c(=O)n1-c1ccccc1	0.45	5	3	99	4	1	2	1	4	1716	7
4	CCCCOc1ccccc1C1CC(=O)NC2=C1C(=O)CCC2 (stereo unspecified)	4.7*	3	-3	100	-7	1	6	1	3	1543	-10
5	CCOC1(C(F)(F)F)NC(=O)N(Cc2ccc(OC)cc2)C1=O (stereo unspecified)	-0.079	2	-3	120	-3	1	8	1	-20	1441	3
6	COc1cc(C2CC(=O)N3CN(c4ccccc4C)CSC3=C2C#N)cc(OC)c1OC (stereo unspecified)	x	11	1	106	0	1	6	1	-1	1663	3
7	CN1CCN(NC(=O)c2cn(-c3ccccc3)nc2-c2cccc(Br)c2)CC1	-0.36	-4	-15	105	2	1	9	1.2	2	1346	5
8	COc1ccc2cc3cc(C(=O)N4CCN(Cc5ccc6c(c5)OCO6)CC4)oc3nc2c1	x	0	-5	92	-6	1.1	2	1	13	1513	-1
9	COc1ccc(C(O)Cc2nc3ccccc3n2C)cc1OC (stereo unspecified)	1.3	13	18	99	-5	1	7	0.8	4	1630	-4
10	Cc1cc(N2CCN(S(=O)(=O)c3ccc4ccccc4c3)CC2)n2ncnc2n1	-0.37	3	0	116	5	1	8	1	-17	1632	9
11	Cc1nc2nc(-c3ccccc3)cc(=O)n2[nH]1	x	10	9	101	8	1.1	14	0.9	3	1670	23
12	N=c1c2c3c(sc2ncn1Cc1ccccc1)CCCC3	x	-8	2	110	-4	1.1	-1	1	-12	1453	-1
13	CCOC(=O)c1oc2nc(C(C)C)c3c(c2c1N)CCC3	x	7	14	85	-2	1	4	0.9	21	1652	1
14	Cc1ccccc1Nc1cc(C(=O)NCc2ccco2)c2ccccc2n1	1	0	-30	100	1	1	-2	1.3	-3	1628	-2
15	Cc1ccc(C)c(-n2c(SCC(=O)NC(C(=O)O)C(C)C)nnc2-c2cccc(Cl)c2)c1 (stereo unspecified)	0.0025	5	-11	103	-2	1.1	8	1.1	-3	1505	-1
16	O=C(Nc1cccc(F)c1)c1cccnc1NCCc1ccccc1	1.2	0	-1	102	-7	0.9	3	1	-5	1589	-16
17	C/C(=C\C(=O)Nc1nccs1)c1ccccc1	x	-2	19	93	-4	1	-5	0.8	12	1335	-52
18	C1=C(c2ccccc2)Nc2ccccc2N=C1c1ccccc1	x	-4	5	108	0	1	5	0.9	-7	1493	-12
19	Cc1ccccc1CN(C)CC(=O)Nc1c(C)cccc1C(C)C	-2.3	-3	-3	110	-3	1	-6	1	-6	1524	-3
20	S=C(Nc1ccc(Cl)cc1)Nc1cccc2cnccc12	-0.99	10	3	147*	1	1	4	1	-49	1531	9

Next section (4 carried over from the part before).
nr	compound	ROMK primary	PPARg SRC2 recr	bIAP inhibitor	STAT3 act	PPARg SRC-3 ag	TNAP act hiacc	PPARg SRC-1 ag	bIAP act	STAT3 inh	TR-FRET SRC-2 ct	STAT1 inh
17	C/C(=C\C(=O)Nc1nccs1)c1ccccc1	x	-2	19	93	-4	1	-5	0.8	12	1335	-52
18	C1=C(c2ccccc2)Nc2ccccc2N=C1c1ccccc1	x	-4	5	108	0	1	5	0.9	-7	1493	-12
19	Cc1ccccc1CN(C)CC(=O)Nc1c(C)cccc1C(C)C	-2.3	-3	-3	110	-3	1	-6	1	-6	1524	-3
20	S=C(Nc1ccc(Cl)cc1)Nc1cccc2cnccc12	-0.99	10	3	147*	1	1	4	1	-49	1531	9
21	Cc1cccc(NC(=O)c2c(C)cc(=O)oc2C)n1	0.41	2	14	100	-1	1	7	0.9	6	1646	1
22	CCOc1ccc(N(C(=O)CNS(=O)(=O)c2ccccc2)C(CC)C(=O)NCc2ccco2)cc1 (stereo unspecified)	-0.37	-2	8	101	4	1.1	4	0.9	7	1504	1
23	O=C1Nc2ccccc2C12OC1CCCCC1O2 (stereo unspecified)	x	4	2	103	2	0.9	-4	1	0	1580	2
24	O=C(COc1ccc2c(c1)CCC2)NCc1ccc(Cl)cc1	-0.15	8	11	100	-2	1.1	8	0.9	-3	1717	7
25	Cc1cccc2cc(C#N)c(SCCN3CCCCC3)nc12	-1.1	6	x	104	10	x	1	x	-6	1671	-6
26	CN(C)CCNC(=O)/C=C/c1cn(-c2ccccc2)nc1-c1cc2ccccc2oc1=O	x	0	5	104	1	1	4	1	-4	1526	-11
27	CSCC[C@H](NC(=O)CCNC(C)=O)c1nc2ccccc2[nH]1	x	2	7	92	4	1	2	0.9	13	1591	4
28	Fc1ccc(C2C3=C(Nc4ncnn42)c2ccccc2OC3c2ccncc2)cc1 (stereo unspecified)	-0.15	1	-4	102	-2	1.1	-2	1	-2	1652	7
29	CC(NC(=O)C1C2C=CC(C2)C1C(=O)O)c1ccccc1 (stereo unspecified)	x	2	14	100	-17	1	-6	0.9	1	1531	0
30	COC(=O)[C@H](CC(C)C)NC(=O)NC1CCCCC1C (stereo partly specified)	x	6	6	103	4	1	2	0.9	0	1371	2
31	O=C(COC(=O)Cn1cnc2ccccc21)Nc1ccc2c(c1)C(=O)c1ccccc1C2=O	0.64	2	-7	85	9	0.9	5	1.1	20	1734	-20
32	Cc1ccc2nc(N/N=C/c3ccccc3F)nc(-c3ccccc3)c2c1	x	6	13	87	-5	1	8	0.9	11	1586	8
33	Cc1c(Cl)c(=O)n2c(=O)c(Cl)c(C)n12	-3	-6	3	105	-2	1	-4	1	-7	1387	-2
34	CC(=O)Nc1ccc(-c2nnc(SCC(=O)Nc3ccc4c(c3)oc3ccccc34)n2C)cc1	x	7	0	113	5	1	-3	1	-10	1705	-21
35	CC1(C)C(=O)Nc2ccccc2N1C(=O)CSc1nc(-c2ccccc2)cs1	-0.018	10	16	90	-2	1	5	0.8	14	1433	14
36	Cc1cc(C(=O)OCC(=O)Nc2ccc(F)cc2F)c(C)o1	0.44	4	0	94	-6	1	2	1	9	1446	3
37	CC(C)CNS(=O)(=O)c1ccc(CC(C)C)cc1	0.51	1	21	99	-3	1	6	0.8	3	1406	2
38	O=C1C=C(c2ccccc2)C[C@H](c2cccs2)[C@H]1n1cnc([N+](=O)[O-])c1	-0.8	7	10	96	19	1	2	0.9	8	1596	0
39	CCN(CCn1cccn1)C(=O)CCc1nnc(Cc2c[nH]c3ccccc23)o1	1.6	1	-4	108	3	1	1	1	-5	1370	-1
40	CC(C)N(CCc1ccncc1)C(=S)Nc1ccc(F)c(Cl)c1	-0.24	3	11	99	0	1	4	0.9	6	1699	3
41	COc1ccc(CC(=O)NC2CCN(CC(=O)Nc3ccc4c(c3)OCCO4)CC2)cc1OC	x	0	-6	95	-2	1	3	1.1	10	1644	-2
42	CCOC(=O)c1cnc2c(C)cccc2c1NCCc1ccc(OC)c(OC)c1	x	-1	-5	91	4	1	1	1	18	1548	8
43	CC1(C(=O)NC2CCCCCCC2)CCC(=O)N1CCN1CCOCC1 (stereo unspecified)	-0.66	-9	4	101	-3	1.1	7	1	3	1589	-6
44	CC(C)c1c(O)nc(SCC(=O)N2CCOCC2)[nH]c1=O	0.14	-3	11	99	-9	1.1	-3	0.9	2	1557	1
45	CC(=O)NC(Cc1ccccc1)C(=O)NC1CCN(C(=O)NC2CCCCC2)CC1 (stereo unspecified)	0.31	-3	-11	98	-6	1	-6	1.1	10	1485	-4
46	O=C(NCC1CCCO1)c1coc2nc3ccccc3nc12 (stereo unspecified)	x	0	-38	104	-1	1	-2	1.4	1	1376	2
47	Oc1ccccc1/C=N/n1cnn(Cc2ccccc2Cl)c1=S	0.63	-2	5	99	1	1	0	0.9	-2	1775	-8
48	Cc1ccc(NC2c3ncccc3C(=O)N2c2ccccc2C)cc1C (stereo unspecified)	1.4	-1	14	98	0	1	11	0.9	7	1779	-13
49	CSc1ccccc1NC(=O)c1cc(CC(C)C)on1	x	1	-7	106	3	1	14	1.1	-7	1608	-11
50	Cc1ccc(NC2=C/C(=N/S(=O)(=O)c3cccs3)c3ccccc3C2=O)cc1	x	-6	20	126	0	0.9	-6	0.8	-34	1666	-18
51	Cn1c(SCC(=O)Nc2cccc(F)c2)nc2c([nH]c3ccccc32)c1=O	2.5	-1	-5	120	-2	1	-11	1.1	-12	1609	18
52	O=C(NCCc1nc2ccccc2[nH]1)/C(=C/c1ccco1)NC(=O)c1ccccc1Br	0.42	5	-20	107	3	1	2	1.2	-7	1506	3
53	Cc1ccc(CN2CCN(/N=C/c3sccc3C)CC2)c(C)c1	0.92	10	14	95	5	1.1	11	0.9	9	1752	-4
54	CCOc1ccccc1N(CC(=O)Nc1ccc2c(c1)OCO2)S(C)(=O)=O	x	6	6	104	5	1	3	0.9	-2	1622	2
55	O=C(Cc1cccs1)N(c1ccc(F)cc1)C1(C(=O)NC2CCCCC2)CCCC1	0.4	4	38	104	5	1.1	2	0.6	-7	1550	9
56	CC1c2[nH]c3ccccc3c2CCN1S(C)(=O)=O (stereo unspecified)	0.3	17	15	90	-3	1	5	0.8	16	1589	-1
57	COc1ccc2c(C)cc(SCC(=O)c3ccc4c(c3)OCO4)nc2c1	x	-3	18	127	15	1	13	0.8	-30	3035*	-2
58	Nc1ccc2nc(SCC(=O)Nc3ccc(N4CCOCC4)c(Cl)c3)sc2c1	x	10	-11	97	-1	1	0	1.1	4	1468	-9
59	O=C(c1cccs1)N1CCN(Cc2ccncc2)CC1	x	6	9	98	-2	1.1	10	0.9	7	1640	-4
60	CC(C)CSc1nnc2c(n1)[nH]c1ccccc12	0.1	4	38	65	2	1.1	2	0.6	40	1573	-57
61	COc1ccccc1C(=O)Nc1ccc(N2CCN(Cc3ccccc3)CC2)cc1	x	6	7	85	-1	1.1	6	0.9	22	1606	-16
62	Cc1ccc(-c2cc(C(F)F)n3ncc(C(=O)Nc4cn(C)nc4C)c3n2)cc1	-0.42	6	-5	79	-3	1	-4	1	26	1497	-10
63	O=C(COc1ccccc1O)Nc1ccccc1Cl	-1	1	-5	109	-11	1.1	0	1	-7	1432	-1
64	COc1ccc(C2C(CN3CCOCC3)C(=O)N2c2ccccc2)cc1 (stereo unspecified)	1.8	3	4	100	11	1.1	4	1	6	1698	-4
